# Tat transport = inhibitors of E. coli Tat protein transport; E. coli MC4100 TorA-mCherry Tat export, fluorescence; inhibition, % at 10 µM; 0.036% of 340,000 active;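 active means mean replicate inhibition at least 50% and at least half of replicates individually reaching 50%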;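 further: exported cargo escapes ClpAP degradation while cytoplasmic cargo is degraded and loses fluorescence; 0% = median of neutral control wells and 100% = median of NaSCN control wells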
# Ecoli viability = reduces bacterial viability in AddAB counter-screen. E. coli V3065 growth, OD600 absorbance, 18 h. inhibition, % at 11.9 µM. 0.27% of 330,000 active. AID 449728;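 active means inhibition above the campaign's mean inhibition across all tested compounds plus 3 SD, cut at about 9.9% in these data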;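 further: uninfected addAB+ strain grown without phage in ampicillin broth; 0% = DMSO wells and 100% = ciprofloxacin 0.95 µg/ml wells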
# PfHsp90 yeast 2 = reduces growth (ATP signal) of yeast expressing P. falciparum Hsp90 | S. cerevisiae expressing PfHsp90, BacTiter-Glo ATP, 48 h; yeast lacking PDR1 and PDR3 efflux regulators | inhibition, % at 9.4 µM | 0.32% of 310,000 active;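 active means every replicate shows inhibition above about 80%, whatever the replicate mean, limit read from the data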;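 further: 0% = DMSO neutral controls and 100% = 20 µM radicicol positive controls; yeast relying on Plasmodium falciparum Hsp90 in place of its own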
# PKA-R2B act = activators of human PKA-R2B complex. P22694+P31323. PKA-R2B holoenzyme dissociation, Cy5-IP20 fluorescence polarization; R2B truncated from residue 108, S112A mutant; 0% DMSO only, 100% 113 µM cGMP. activation, % at 11.4 µM. 0.079% of 340,000 active. AID 504700;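 active means activation above a cutoff set at the mean over all compounds plus 3 SD, cut at about 18% in these data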;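 further: higher means more holoenzyme dissociation and a rise in polarization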
# Target sequence (P31323 whole entry, looked up, other chains not shown, the tested form may be a part): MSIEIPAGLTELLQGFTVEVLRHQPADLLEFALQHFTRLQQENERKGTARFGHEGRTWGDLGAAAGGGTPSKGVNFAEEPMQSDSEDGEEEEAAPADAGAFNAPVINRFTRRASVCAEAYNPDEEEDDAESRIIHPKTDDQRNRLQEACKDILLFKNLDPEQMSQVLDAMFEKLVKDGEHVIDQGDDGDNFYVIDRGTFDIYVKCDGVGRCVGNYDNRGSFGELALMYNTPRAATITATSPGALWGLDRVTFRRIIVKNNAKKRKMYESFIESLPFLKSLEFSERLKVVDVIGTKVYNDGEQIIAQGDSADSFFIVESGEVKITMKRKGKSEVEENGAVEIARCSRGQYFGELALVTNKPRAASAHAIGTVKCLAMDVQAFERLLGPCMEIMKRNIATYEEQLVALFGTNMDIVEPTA
# OPRM1-OPRD1 inv = mu-delta opioid heterodimer inverse agonism. inhibition, % at 9.3 µM. cell-based MOR-DOR heterodimer luminescence. P35372+P41143. 0.21% of 340,000 active; in the data active means inhibition above about 22%, passing the limit was not always enough;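 further: 0% = cells with DMSO and 100% = wells without cells with DMSO; values of inactives mirror those of a sister screen read the other way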
# HTR5A inv ctr = counter-screen for OPRM1-OPRD1 inverse agonists: human HTR5A inverse agonism; AID 504634; P47898; HTR5A cell line, luminescence; 0.083% of 340,000 active; inhibition, % at 9.3 µM; in the data active means inhibition mostly above about 23%, no sharp cut-off; inactive means mostly below about 18%;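 further: 0% = cells with DMSO and 100% = no-cell wells with DMSO; some compounds called inactive have numbers as strong as hits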
# Target sequence (P47898 whole entry, looked up): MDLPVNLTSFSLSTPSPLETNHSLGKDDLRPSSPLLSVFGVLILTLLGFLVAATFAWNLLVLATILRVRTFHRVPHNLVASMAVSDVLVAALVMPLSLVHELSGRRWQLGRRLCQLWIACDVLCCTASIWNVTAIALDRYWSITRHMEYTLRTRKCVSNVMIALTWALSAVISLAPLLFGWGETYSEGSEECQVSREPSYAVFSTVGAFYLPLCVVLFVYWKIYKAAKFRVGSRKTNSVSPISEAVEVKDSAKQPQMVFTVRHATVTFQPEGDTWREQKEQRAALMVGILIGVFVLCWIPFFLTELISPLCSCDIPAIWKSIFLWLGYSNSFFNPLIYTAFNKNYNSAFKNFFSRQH
# Mot1-301 SUMO = blocks SUMOylation pathway, rescuing yeast Mot1-301 growth | S. cerevisiae Mot1-301 growth rescue, ATP luminescence, 38.5C; percent above DMSO median, 100 means doubled | growth rescue, % at 18.8 µM | 1% of 320,000 active;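 active means every valid replicate shows activation above 250% relative to neutral control wells; inactive means the rest, any valid replicate at or below 250%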;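 further: OY570 slx delta 5 strain wells were the positive control but not used for scaling; some compounds called inactive have numbers as strong as hits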
# PKA-R1A act = activators of PKA-R1A complex | PKA-R1A dissociation, Cy5-IP20 fluorescence polarization; scaled: DMSO 0%, 113 µM cGMP 100% | 0.083% of 340,000 active | AID 504707 | activation, % at 11.4 µM;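 active means percent activation above the mean of all tested compounds plus 3 SD, cut at about 19% in these data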;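 further: higher means more PKAc released from R1A so a rise in polarization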
# phage Ecoli inh = E. coli growth loss with phage present; growth absorbance; inhibition, % at 11.9 µM; 0.26% of 360,000 active; in the data active means inhibition above about 11%
# AddAB inh = less growth of phage-infected E. coli with AddAB | E. coli expressing H. pylori AddAB, absorbance growth | inhibition, % at 11.9 µM | 0.29% of 330,000 active | AID 435030; in the data active means inhibition above about 12%;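 further: 0% = vehicle wells of infected cells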
# OPRM1-OPRD1 ag = agonists of human mu-delta opioid receptor heterodimerization; activation, % at 9.3 µM; P35372+P41143; cells, OPRM1-OPRD1 heterodimerization, luminescence; 0.3% of 340,000 active; in the data active means activation above about 18%;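 further: 0% = vehicle-treated cells and 100% = reference agonist; values of inactives mirror those of a sister screen read the other way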
# Starred values were filed as active, the others as inactive; x = no result given.
SMILES,Tat transport,Ecoli viability,PfHsp90 yeast 2,PKA-R2B act,OPRM1-OPRD1 inv,HTR5A inv ctr,Mot1-301 SUMO,PKA-R1A act,phage Ecoli inh,AddAB inh,OPRM1-OPRD1 ag
CC(=O)Nc1ccc(S[C@@H](CCN2CC[C@H](C(C)(C)C)CCC2=O)c2ccccc2)cc1,14,1.8,8,-6,-12,-10,18,-12,0.3,2.1,2.1
Cn1c(-c2ccccc2)cnc1NCc1cccc([N+](=O)[O-])c1,-4,-1.3,16,-1,28,5,-1,-4,-0.6,-2.3,-5.6
Cc1cc(C(=O)NNC(=S)NC2CCCCC2)cs1,8,1.3,-19,-5,17,16,1,3,2.3,0.1,-3.1
COc1cc(C2C(C(=O)c3cccs3)=C(O)C(=O)N2CCN2CCOCC2)cc(OC)c1OC (stereo unspecified),-7,0.2,-24,-2,0,-20,-14,-13,0.4,4.0,0.0
CCCOc1ccc(N2C(=O)CC(N(CCc3ccc(OC)cc3)C(=O)c3cccc(F)c3)C2=O)cc1 (stereo unspecified),23,0.7,22,-6,7,0,5,-3,0.2,3.6,-1.4
Cc1ccc(NS(=O)(=O)c2cc3c4c(c2)CC(=O)N4CCC3)cc1C,2,0.5,-5,-4,7,-4,-1,-11,-0.2,1.5,-1.3
CCn1c(Cc2ccccc2)nnc1SCC(=O)Nc1ccc(N2CCOCC2)c(Cl)c1,5,-0.3,12,5,3,6,-16,-4,0.0,2.0,-0.5
CCOC(=O)c1nn(-c2ccc(C)cc2)c(=O)cc1OCC(=O)Nc1ccc(OC)cc1,-9,2.1,-1,7,7,0,17,-3,-0.6,-1.3,-1.2
O=C(Nc1cccc(C(F)(F)F)c1)c1cnc2n(c1=O)CCS2,-3,-1.9,8,-1,9,2,351,-8,2.4,0.5,-1.6
Cc1ccc(C(=O)OCC(=O)NC(C)c2ccccc2)cc1C (stereo unspecified),0,-1.3,28,-7,11,-14,15,-6,2.6,-1.0,-2.5
O=C(O)COc1ccccc1/C=N/NC(=O)CSc1nc2ccccc2c(=O)n1-c1ccc(Cl)cc1,4,-1.8,16,-14,20,-5,10,1,2.4,-0.9,-3.7
COc1ccccc1N(Cc1ccccc1)S(=O)(=O)c1cccc(C(=O)O)c1,1,-2.1,-58,-14,9,-24,143,-8,-1.5,2.5,-1.5
COc1ccc(NC(=S)NCc2cccnc2)cc1OC,25,1.1,-22,-1,-4,13,-11,-10,3.3,3.3,0.8
CC(C)(CCl)C(=O)Nc1ccc(Sc2ccc(F)cc2)cc1,14,3.4,1,-3,-46,-1,-12,-7,0.3,2.4,9.0
COc1cc(C)c(COc2ncnc3ccccc23)cc1OC,-7,-0.9,11,-2,-3,1,12,-3,2.5,2.7,0.5
Cc1[nH]n2c(=O)cc(Cc3ccccc3)nc2c1C#N,-6,1.9,-10,8,11,2,-6,-3,4.6,0.7,-1.8
COc1cccc(CN=CC2=C(O)CC(C)(C)CC2=O)c1OC,-1,3.2,-6,-6,-8,7,1,-22,3.0,0.8,1.4
CCCc1nnc(NC(=O)C2CCN(C(=O)C3CC(=O)N(c4ccc(C)cc4)C3)CC2)s1 (stereo unspecified),17,-0.8,23,-3,19,-3,24,4,-0.1,2.2,-3.7
CC(C)OC(=O)CSc1nnc2n1C(C)(C)Cc1ccccc1-2,-5,-0.4,7,8,14,15,7,-8,3.0,0.8,-2.9
O=C(Nc1nccs1)c1ccc(Cl)c(S(=O)(=O)N2CCOCC2)c1,1,1.0,-46,-10,-3,-11,16,-8,4.2,0.6,0.5
O=C1C=C(c2cccc(Cl)c2O)C[C@@H](c2ccc(F)cc2)C1,14,0.3,18,-6,-15,12,33,1,-6.6,3.4,2.6
O=C(NCCCN1CCOCC1)c1sc2ccccc2c1Cl,-10,0.3,-3,-6,13,7,41,-3,0.5,4.9,-2.1
CC1(C)Cc2c(sc3nc(-c4cc5ccccc5o4)n(N)c(=O)c23)CO1,8,-1.2,-4,8,2,-12,1,-4,-0.6,2.3,-0.5
Cc1nn(CC(=O)NCC2CCCO2)c(C)c1[N+](=O)[O-] (stereo unspecified),-6,2.9,-20,-7,-10,0,-12,-11,3.1,2.4,1.4
COc1ccc(CNC(=O)CCn2c(=O)[nH]c3ccccc3c2=O)cc1,7,0.6,0,-13,13,32,x,-12,-1.5,1.3,-2.7
Cc1cccc(-c2oc3ccc(-c4ccc5c(c4)OCO5)cc3c2/C=C/c2ccc(N)cc2)c1,-4,-3.1,13,2,14,-38,-17,-14,x,2.6,-2.4
COc1cc2[nH]c(C(=O)N3CCc4ccccc43)cc2c(OC)c1OC,-8,0.9,4,-1,17,1,5,0,-1.8,-1.1,-3.7
CNC(=O)NNC(=O)c1onc(-c2c(Cl)cccc2Cl)c1C(=O)OC,-4,-1.8,-11,1,16,-7,-12,-10,2.6,4.8,-3.1
Cc1cc(C)nc(NS(=O)(=O)c2ccc(CC(C)C)cc2)c1,1,2.5,3,-5,13,4,134,-4,1.2,-0.3,-2.7
CC(=O)c1c(C)[nH]c(C(=O)CSc2nnc(NC3CC3)s2)c1C,17,x,x,-12,-13,-2,x,-13,3.5,x,2.0
O=C(O)c1cn(-c2ccccc2)c(=O)c2ccccc12,-3,-2.3,12,-7,11,16,x,11,1.9,-1.4,-1.9
NS(=O)(=O)c1cccc(NS(=O)(=O)c2ccc(/C=C/C(=O)OCC(=O)c3ccc(Br)cc3)cc2)c1,-7,-1.0,x,1,13,12,-9,-19,2.3,3.4,-2.6
Cn1c2c(c(=O)n(C)c1=O)C(c1ccc(F)cc1)C(C#N)=C(N)O2 (stereo unspecified),-12,-1.6,-12,11,12,-5,89,-11,4.5,2.7,-2.4
CCN(C(=O)COc1ccc2ccc(=O)oc2c1)C1CCCCC1,-6,0.5,-4,1,-7,-22,-1,-3,2.8,1.9,1.7
CCn1c(=O)c(C(=O)NNC(=O)c2ccccc2F)c(O)c2ccccc21,1,1.6,5,-4,-3,-26,8,-6,2.0,0.9,0.6
COc1ccc(-c2nc(NC(=O)C3CCN(c4nc5ccccc5o4)CC3)sc2C)cc1,-2,0.6,x,3,-54,-14,142,1,-0.5,-0.6,9.1
COCCn1c(SCC(=O)NCCCN2CCCC2=O)nc2sc3c(c2c1=O)CCCC3,-2,x,6,2,8,-7,x,4,2.0,x,-2.1
CCOC(=O)COc1ccc2c3c(c(=O)oc2c1C)CCC3,0,0.9,-4,-13,8,-32,x,-1,-0.2,0.8,-1.4
CC(C)Cn1c(N)c(C=O)c(=O)n(C)c1=O,-9,-0.5,15,-5,4,12,-6,-8,2.7,0.1,-0.8
O=C1c2cccc3cc([N+](=O)[O-])cc(c23)C(=O)N1CC1CCCO1 (stereo unspecified),-2,-2.8,29,-1,-12,-23,-18,-5,0.4,-1.1,2.5
O=C1CN(C(=O)c2ccco2)C(c2ccccc2)c2cc(Cl)ccc2N1 (stereo unspecified),2,-2.0,-24,-8,10,1,-11,-1,-0.8,-0.8,-1.8
CCc1c(C)nc(SCC(=O)NC2CCCC2)[nH]c1=O,1,1.8,-6,-4,2,8,-32,-11,0.9,3.9,-0.3
CC(C)/C=N/NC(=O)c1cccc(N2CCCC2=O)c1,-3,-2.7,-7,7,4,11,-9,11,3.7,2.9,-0.7
CCC1(c2ccc(F)cc2)NC(=O)N(CC(=O)N2c3ccccc3CC2C)C1=O (stereo unspecified),3,-0.2,x,5,-1,-7,1,-2,0.2,0.8,0.4
Cc1ccc(Cl)cc1NC(=O)COc1ccccc1,7,-1.0,-2,-10,3,13,-8,-2,-0.1,4.3,-0.7

# Single records, from the list above.
# Listed for COc1ccc(-c2nc(NC(=O)C3CCN(c4nc5ccccc5o4)CC3)sc2C)cc1 : Tat transport = -2; Ecoli viability = 0.6; PfHsp90 yeast 2 = x; PKA-R2B act = 3; OPRM1-OPRD1 inv = -54; HTR5A inv ctr = -14; Mot1-301 SUMO = 142; PKA-R1A act = 1; phage Ecoli inh = -0.5; AddAB inh = -0.6; OPRM1-OPRD1 ag = 9.1
# Listed for CCC1(c2ccc(F)cc2)NC(=O)N(CC(=O)N2c3ccccc3CC2C)C1=O (stereo unspecified) : Tat transport = 3; Ecoli viability = -0.2; PfHsp90 yeast 2 = x; PKA-R2B act = 5; OPRM1-OPRD1 inv = -1; HTR5A inv ctr = -7; Mot1-301 SUMO = 1; PKA-R1A act = -2; phage Ecoli inh = 0.2; AddAB inh = 0.8; OPRM1-OPRD1 ag = 0.4
# Listed for COCCn1c(SCC(=O)NCCCN2CCCC2=O)nc2sc3c(c2c1=O)CCCC3 : Tat transport = -2; Ecoli viability = x; PfHsp90 yeast 2 = 6; PKA-R2B act = 2; OPRM1-OPRD1 inv = 8; HTR5A inv ctr = -7; Mot1-301 SUMO = x; PKA-R1A act = 4; phage Ecoli inh = 2.0; AddAB inh = x; OPRM1-OPRD1 ag = -2.1

# Continuation.
SMILES,Tat transport,Ecoli viability,PfHsp90 yeast 2,PKA-R2B act,OPRM1-OPRD1 inv,HTR5A inv ctr,Mot1-301 SUMO,PKA-R1A act,phage Ecoli inh,AddAB inh,OPRM1-OPRD1 ag
COc1ccc(Cl)cc1C(=O)NNC(=O)CNC(=O)c1ccco1,-8,0.4,-9,10,9,-15,-1,-6,-1.2,2.4,-2.1
COc1cc(/C=N/N(c2ccccc2)c2ccccc2)ccc1O,5,0.1,3,-5,-13,-9,-10,-2,2.1,-2.6,2.6
CN(C)c1ccc(NC(=O)Cn2c(=O)n(Cc3ccccc3)c(=O)c3ccccc32)cc1,1,-1.2,x,-6,-2,9,-2,-12,1.0,0.9,0.5
Cn1c(COc2ccccc2)nnc1SCCSc1nnc(COc2ccccc2)n1C,3,0.7,3,3,2,-8,103,-1,-0.3,2.4,-0.4
COc1ccc(/C=C/C(=O)NCC(c2ccc(F)cc2)N2CCOCC2)cc1OC (stereo unspecified),5,0.3,3,-3,3,-7,-10,-1,3.4,-0.6,-0.5
c1ccc(-n2cc(CN3CCCC3)c(-c3ccc4c(c3)OCO4)n2)cc1,0,0.7,x,1,6,-3,2,-14,2.5,-0.2,-1.1
O=C(CCOc1ccccc1)Nc1ccnn1C1CCN(Cc2ccc(CO)o2)CC1,-1,2.2,-4,-6,6,1,9,-10,0.9,2.1,-1.4
CCC(C)NC(=O)NCc1ccccc1F (stereo unspecified),-4,0.0,-27,0,20,-4,3,6,1.4,-0.4,-4.2
c1ccc(CSc2nnnn2-c2cccc3ccccc23)nc1,0,-0.6,8,-1,6,6,22,-1,2.8,3.0,-1.4
O=C(CCC(=O)Nc1ccccc1Cl)NNC(=O)c1ccccc1[N+](=O)[O-],3,1.4,-3,2,3,10,-14,3,3.5,2.5,-0.5
COc1ccc(S(=O)(=O)N2CCN(C(=O)C3CCCCC3)CC2)cc1,0,-0.2,-4,-8,6,-21,14,-1,0.4,2.6,-0.9

# Screening data deposited in PubChem by several laboratories.
